APEX1 inh – qHTS Assay for Inhibitors of the Human Apurinic/apyrimidinic Endonuclease 1 (APE1); DNA repair nuclease/redox regulator APEX1 (Homo sapiens), P27695; recombinant APE1, TAMRA/BHQ-2 abasic DNA cleavage fluorescence; Potency, µM (titrated, usually from 65.8 µM), without a hit: at the highest dose activity change, negative = inhibition, usual class: inhibitors; 350,000 tested, 0.35% active;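 also: potency is read from the fitted curve at half-maximal effect; plate controls were vehicle for no effect and reference inhibitor for full effect; nearly all actives have a fitted effect of over 55% in size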
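Enzyme (0.75 nM final) and test compound are incubated 15 min at room temperature before adding 50 nM quenched THF abasic-site duplex. Cleavage dequenches TAMRA, followed at 525/598 nm over three reads one minute apart.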
Anesthetic bind – qHTS Assay for Identification of Novel General Anesthetics | Potency, µM (doses to about 77.5 µM), for the others: top-dose activity change, negative = displacement, usual class: inhibitors | 350,000 tested, 0.074% active | AID 485281, 2010 | Ferritin light chain (Equus caballus), P02791 | apoferritin/1-aminoanthracene competitive binding, fluorescence; also: potency is read from the fitted curve at half-maximal effect; % is scaled to controls: 0 for no effect and ±100 for the full control effect; nearly all actives have a fitted effect of over 20% in size
Target sequence (P02791 2-175 limits assumed): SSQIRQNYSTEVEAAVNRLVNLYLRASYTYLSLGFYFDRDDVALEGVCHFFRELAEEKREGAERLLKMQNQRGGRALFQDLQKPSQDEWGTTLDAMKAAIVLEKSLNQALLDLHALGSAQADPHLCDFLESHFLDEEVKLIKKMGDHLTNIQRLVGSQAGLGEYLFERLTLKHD
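Horse-spleen apoferritin (10 uM) was mixed with 50% saturated 1-aminoanthracene in PBS, exposed to compounds for 10 min at room temperature, and read for fluorescence (ex 380 nm, em 535 nm). Competitive displacement was fitted with a four-parameter Hill equation.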
POLK inh – qHTS for Inhibitors of Polymerase Kappa; DNA polymerase kappa (Homo sapiens), Q9UBT6; purified Pol kappa, fluorescent DNA synthesis assay, 10 min; Potency, µM (top dose mostly 107 µM), for inactives: at the highest dose activity, negative = inhibition, usual class: inhibitors; 400,000 tested, 0.53% active; AID 588579, 2011; also: potency is read from the fitted curve at half-maximal effect; % is scaled to controls: 0 for no effect and ±100 for the full control effect
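Fluorescent qHTS in 1536-well format: enzyme (10 nM) and compound sat 15 min at room temperature before 50 nM substrate (final) was added. Signal taken at 0 and 10 min; no-enzyme buffer wells were negative controls.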
LDHA block – qHTS assay for inhibitors of human lactate dehydrogenase | purified LDHA, NADH/diaphorase-resazurin fluorescence; hits give low values | activity change, % (values are at about 110 or 230 µM) | 480,000 tested, 0.15% active; in the data active = activity change below about -30%; inconclusive = mostly about -25% to -30%;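 also: plate controls were DMSO wells for no effect and wells without enzyme for full effect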
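Remaining NADH was detected by diaphorase (0.133 mg/mL) converting 37 µM resazurin to fluorescent resorufin, read at 0 and 20 minutes. The preceding 5-minute room-temperature reaction used 2 nM LDHA, 0.2 mM sodium pyruvate and 0.06 mM NADH at pH 7.4.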
POLB inh – qHTS Assay for Inhibitors of DNA Polymerase Beta. Pol beta primer extension/strand displacement, fluorescence kinetic. Potency, µM (series often up to 114 µM), without a hit: at the top dose activity change, negative = inhibition, most hits filed as inhibitors. 340,000 tested, 1.3% active. AID 485314, 2010; also: potency is read from the fitted curve at half-maximal effect; % is scaled to controls: 0 for no effect and ±100 for the full control effect
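Kinetic readout of DNA synthesis with strand displacement by Pol beta. Compound and 10 nM enzyme sit 15 min at room temperature; 50 nM substrate starts the reaction, read immediately and at 10 min.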
Pol eta inh – qHTS for Inhibitors of Polymerase Eta; DNA polymerase eta (Homo sapiens), Q9Y253; recombinant Pol eta, fluorescent DNA replication assay; Potency, µM (series often up to 114 µM), for inactives: at the top dose activity change, negative = inhibition, most hits filed as inhibitors; 390,000 tested, 1.2% active; AID 588591, 2011; also: potency is read from the fitted curve at half-maximal effect; % is scaled to controls: 0 for no effect and ±100 for the full control effect
Target sequence (Q9Y253 whole entry, looked up): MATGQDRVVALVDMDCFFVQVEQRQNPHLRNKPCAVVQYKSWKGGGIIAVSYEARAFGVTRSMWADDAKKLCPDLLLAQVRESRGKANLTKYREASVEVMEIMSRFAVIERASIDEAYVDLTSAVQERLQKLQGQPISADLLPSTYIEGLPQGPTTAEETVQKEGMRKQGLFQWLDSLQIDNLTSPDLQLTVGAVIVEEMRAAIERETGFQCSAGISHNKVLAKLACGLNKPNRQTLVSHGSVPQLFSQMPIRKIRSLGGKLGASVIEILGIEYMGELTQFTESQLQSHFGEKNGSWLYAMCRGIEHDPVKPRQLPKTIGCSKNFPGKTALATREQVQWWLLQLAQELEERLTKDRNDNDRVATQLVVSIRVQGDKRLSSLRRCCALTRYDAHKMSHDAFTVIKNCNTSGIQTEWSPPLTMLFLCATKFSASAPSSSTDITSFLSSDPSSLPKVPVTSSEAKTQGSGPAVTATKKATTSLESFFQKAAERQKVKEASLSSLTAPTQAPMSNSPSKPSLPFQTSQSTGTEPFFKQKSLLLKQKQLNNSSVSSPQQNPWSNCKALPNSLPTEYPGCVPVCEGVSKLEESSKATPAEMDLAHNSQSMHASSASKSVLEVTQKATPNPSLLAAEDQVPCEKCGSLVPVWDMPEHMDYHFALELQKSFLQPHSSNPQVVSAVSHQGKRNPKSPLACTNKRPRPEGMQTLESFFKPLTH
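Pol eta at 10 nM preincubated with compounds 15 min at room temperature; reaction started with fluorescent substrate (50 nM final) and read kinetically at 0 and 10 min.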
BLM helicase inh – qHTS Assay for Inhibitors of Bloom's syndrome helicase (BLM); recombinant BLM DNA unwinding, fluorescence dequenching; Potency, µM (doses to about 56.1 µM), for inactives: at the highest dose activity change, negative = inhibition, usual class: inhibitors; 350,000 tested, 0.2% active;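 also: potency is read from the fitted curve at half-maximal effect; plate controls were vehicle for no effect and no enzyme for full effect; nearly all actives have a fitted effect of over 35% in size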
Glioma ERSR ind – qHTS for Inducers of the Endoplasmic Reticulum Stress Response (ERSR) in Human Glioma: qHTS; U87-MG GRP78 promoter luciferase reporter, 16 h; Potency, µM, for the others: top-dose activation, actives largely listed as activators; 420,000 tested, 0.02% active; also: potency is read from the fitted curve at half-maximal effect; series mostly up to about 76 µM; % of control where 0% means no effect; nearly all actives have a fitted effect of over 35% in size
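Stably transfected U87-MG glioma cells carrying a GRP78-based luciferase sensor; 16 h compound incubation. Luminescence end-point read 10 min after Bright-Glo addition at room temperature.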
POLI inh – qHTS for Inhibitors of Polymerase Iota; 390,000 tested, 1% active; DNA polymerase iota (Homo sapiens), Q9UNA4; Potency, µM (highest dose often 115 µM), without a hit: at the highest dose activity, negative = inhibition, most hits filed as inhibitors; Pol iota fluorescent replication assay, 10 min; also: potency is read from the fitted curve at half-maximal effect
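Fluorescent replication assay read twice, at 0 min and 10 min after adding 50 nM (final) substrate. Enzyme (10 nM) and compounds were first incubated 15 min at room temperature; enzyme-free buffer wells were negative controls.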
Starred values were filed as active, the others as inactive; ? = inconclusive; . = not tested or not shown; & = joins results of further samples; [ ] = dose if it differs, or a comment. Unless noted, calls follow the shape of the dose curve; as a rule, active = well fitted curve in the direction sought with a large enough effect; inconclusive = small, poorly fitted or top-dose-only effect, or another doubt; inactive = no such curve, though single readings can be large; an effect the other way counts as inactive or inconclusive.

molecule	POLB inh	POLK inh	Anesthetic bind	POLI inh	Glioma ERSR ind	Pol eta inh	APEX1 inh	BLM helicase inh	LDHA block
CSc1nc2ccc(NC(=O)c3ccc(Cl)s3)cc2s1	7%	-7%	1%	20%	3%	-6%	-4%	-3%	0
CCOC(=O)c1c(C)[nH]c(C)c1S(=O)(=O)NCc1ccccc1C	10%	10%	-6%	-11%	0%	-5%	-2%	-3%	0
COc1cc(C(=O)NNC(=O)c2ccc(F)cc2)ccc1OCC(=O)N1CCOCC1	.	-26%	.	27%	-1%	0%	28%	.	-4
CCCCN(C(=O)c1cc(Cl)nc2ccccc12)c1c(N)n(CCCC)c(=O)[nH]c1=O	.	-16%	.	10%	-1%	-4%	15%	.	-8
COc1ccccc1N1CCN(C(=O)c2cc3c(=O)oc4ccc(C)cc4c3s2)CC1	-3%	-18%	-3%	13%	-2%	-12%	.	-4%	2
O=C(NCCN1CCOCC1)C(=O)NCC1OCCCN1S(=O)(=O)c1cc(F)ccc1F (stereo unspecified)	1%	-3%	-2%	41%[activator]	-2%	-16%	10%	-3%	-4
Cc1cc(=O)n(CCc2ccccc2)c(O)c1C#N	-28%	-14%	-7%	0%	-6%	-3%	-4%	2%	13
COc1ccc(Cc2nnc(Nc3ccc(Cl)cc3)[nH]c2=O)cc1	?	1%	0%	7%	-3%	-14%	-3%	-7%	-8
Cc1ccc2cc(CCNC(=O)c3ccc4c(c3)OCO4)c(=O)[nH]c2c1	2%	6%	-12%	45%[activator]	-2%	-22%	-5%	3%	2
CCOC(=O)c1ccc(-n2ccnc2)c(NC(=O)c2ccc(Cl)cc2)c1	30%	-13%	-11%	127%	-1%	-23%	3%	5%	-1
CCc1nn(CC(=O)Nc2c(C)cccc2C)c(=O)c2cc3sccc3n12	33%	-9%	2%	17%	-5%	0%	.	-3%	-2
COc1cccc(CNC(=O)CSc2ncc(S(=O)(=O)c3ccc(Br)cc3)c(=O)[nH]2)c1	-2%	2%	-6%	2%	-1%	-10%	.	-5%	-7
Cc1cc2n(c(=O)c1C#N)CCCN2c1cccc(Cl)c1	5%	-24%	-4%	14%	-3%	-8%	1%	1%	6
Cc1cc(C)c2oc(C(=O)N(Cc3ccccc3)c3ccccn3)cc(=O)c2c1	11%	-13%	-3%	-1%	0%	-7%	-6%	-1%	12&0
Cc1ccnc(NC(=O)c2ccc(N3C(=O)CCC3=O)cc2)c1	38%	-4%	-12%	?	-5%	-5%	-4%	-1%	-6
Cc1cc(Oc2ccc(-c3nnc(-c4ccccc4)o3)cc2[N+](=O)[O-])ccc1Cl	0%	-1%	-6%	10%	3%	-13%	3%	-1%	-1
COC(=O)/C(=C\C=C\c1ccccc1)NC(=O)c1ccccc1	23%	-3%	?	21%	0%	-2%	-2%	-4%	-12
Cn1c(SCC(=O)NCc2ccc(F)cc2)nc2c([nH]c3ccccc32)c1=O	-11%	.	-6%	.	.	.	-4%	2%	.
COc1ccc(CNC(=O)Cn2cc3c(n2)CCCCC3)cc1	?	14%	-16%	5%	0%	-4%	-3%	-2%	-1
Cc1nc(NC(=O)CN2CCN(c3ccccc3F)CC2)sc1C(=O)N(C)C	1%	-17%	-2%	?	5%	0%	47%[activator]	2%	-1

Reprinted from the part before: 5 entries, followed by the next part.
molecule	POLB inh	POLK inh	Anesthetic bind	POLI inh	Glioma ERSR ind	Pol eta inh	APEX1 inh	BLM helicase inh	LDHA block
Cc1cc(Oc2ccc(-c3nnc(-c4ccccc4)o3)cc2[N+](=O)[O-])ccc1Cl	0%	-1%	-6%	10%	3%	-13%	3%	-1%	-1
COC(=O)/C(=C\C=C\c1ccccc1)NC(=O)c1ccccc1	23%	-3%	?	21%	0%	-2%	-2%	-4%	-12
Cn1c(SCC(=O)NCc2ccc(F)cc2)nc2c([nH]c3ccccc32)c1=O	-11%	.	-6%	.	.	.	-4%	2%	.
COc1ccc(CNC(=O)Cn2cc3c(n2)CCCCC3)cc1	?	14%	-16%	5%	0%	-4%	-3%	-2%	-1
Cc1nc(NC(=O)CN2CCN(c3ccccc3F)CC2)sc1C(=O)N(C)C	1%	-17%	-2%	?	5%	0%	47%[activator]	2%	-1
C[C@@H]1CCC2[C@](C)(CO)[C@@H](O)CC[C@]2(C)[C@@]12CCC(CO)(CCO)O2 (stereo partly specified)	-1%	-4%	-2%	?	-3%	-7%	44%	-1%	-2&2
O=C(NCC(c1ccco1)N1CCc2ccccc21)c1ccccc1F (stereo unspecified)	.	-18%	.	40%[activator]	-3%	-20%	0%	.	-5
COc1ccc(OCC(=O)Nc2ccc(S(=O)(=O)N3CCCCC3)cc2)cc1	1%	-7%	?	65%[activator]	4%	-20%	30%	-11%	-3
CC(=O)Nc1ccc(NCN2C(=O)C3C4CCC(C4)C3C2=O)cc1 (stereo unspecified)	1%	1%	-16%	7%	-5%	-6%	2%	0%	2
O=C(NCc1ccc(F)cc1)c1cnn2ccccc12	1%	-16%	?	9%	-7%	-5%	-2%	2%	1
COc1ccccc1C(=O)CC(=O)c1ccccc1	-4%	-12%	-15%	1%	2%	-3%	0%	-3%	1
Cn1c(SCC(=O)Nc2ccc3c(c2)OCCO3)nnc1-c1ccncc1	26%	-9%	3%	72%[activator]	-2%	-13%	-7%[12.4 µM]	0%	-7
O=C(COC(=O)c1c(F)cccc1Cl)NC(=O)Nc1ccc2c(c1)OCCO2	.	9%	.	50%[activator]	-3%	-8%	13%	.	-1
COc1ccc(OC)c(-c2cc(C(=O)NCc3ccco3)no2)c1	1%	-21%	88%[activator]	-15%	3%	-15%	9%	-4%	-2
COc1cccc(OC)c1NC(=O)CN1CCN(C)CC1	0%	-3%	5%	?	-5%	0%	47%[activator]	1%	-32*
Cc1ccc(SCC(=O)NCCSC(C)(C)C)cc1	-1%	-8%	-17%	-9%	-1%	-14%	-1%	-2%	1
Nc1cc(=O)[nH]c(SCC(=O)Nc2cc(S(=O)(=O)N3CCOCC3)ccc2Cl)n1	?	17%	-12%	10%	-1%	-13%	5%	5%	1
Cc1ccc(NC(=O)N2CCOCC2)c(C)c1	3%	5%	-9%	22%	-4%	16%	5%	-9%	-2
O=C(CNC1CCCCC1)Nc1cc(S(=O)(=O)N2CCOCC2)ccc1Cl	41%	-8%	-7%	93%[activator]	0%	0%	5%	0%	-4
O=C(NC1CCCCCCC1)c1c(O)c2ccccc2[nH]c1=O	?	-5%[60.1 µM]	-8%	21%	5%	-22%	1%	0%	-1
CC(C)C(=O)Nc1ccc(NC(=S)NC(=O)c2cc3ccccc3o2)cc1	2%	-1%	-1%	60%[activator]	-5%	-9%	9%	-4%	-9
COc1cccc(/C=C/c2nc(C#N)c(N3CCN(C)CC3)o2)c1	20%	-2%	410%[activator]	?	0%	-13%	.	1%	-5&-3
N#Cc1ccc(S(=O)(=O)N2CCc3[nH]c4ccc(F)cc4c3C2)cc1	-7%	-7%	-13%	45%[activator]	-2%	-28%	-6%	-11%	0
CC(=O)Nc1ccc(SC(Sc2ccc(NC(C)=O)cc2)c2ccccc2)cc1	.	-7%	.	-4%	0%	-17%	.	.	-5
COc1ccccc1N1CCN(C(=O)CCc2nnc3ccc(N4CCC(C)CC4)nn23)CC1	31%	-13%	-12%	33%[activator]	-2%	-17%	40%	0%	-3
CC(C)(C)S(=O)(=O)c1cnc(-c2ccc(Cl)cc2)nc1N	-2%	1%	-3%	37%	2%	-15%	5%	1%	-6
CC[C@H](C)[C@H](NC(=O)[C@H](N)Cc1ccc(O)cc1)C(=O)N[C@@H](CC(N)=O)C(=O)N[C@@H](CC(C)C)C(=O)N[C@H](C(=O)N[C@@H](C(=O)N[C@@H](CCCN=C(N)N)C(=O)N[C@@H](CCC(N)=O)C(=O)N[C@@H](CCCN=C(N)N)C(=O)N[C@H](Cc1ccc(O)cc1)C(N)=O)[C@@H](C)O)[C@@H](C)CC	.	7%[60.1 µM]	-9%	.	.	.	2%	4%	.
CCc1ccccc1-n1c(SCC(=O)N2CCCC2)nc2[nH]ncc2c1=O	33%	-3%	-4%	6%	-2%	-1%	12%	2%	-1

Only part of the results is shown; count on the stated rates, not on these rows.
